# NadD block: blocks S. aureus nicotinate mononucleotide adenylyltransferase | AID 602399 | inhibition, % at 20 µM | purified NadD enzyme, colorimetric absorbance read-out | 360,000 compounds, 0.78% hits; in the data active means inhibition above about 26%; further: some compounds past the cut are filed as inactive
# TbMetRS inhib: blocks T. brucei methionyl-tRNA synthetase activity | purified T. brucei MetRS, ATP depletion, Kinase-Glo luminescence | inhibition, % at 11.9 µM | 360,000 compounds, 0.4% hits | AID 624268;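 active means inhibition above a per-plate cutoff of the control wells' mean inhibition plus 3 SD, cut at about 5.5% in these data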;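 further: 0% = DMSO wells median and 100% = median of wells with control inhibitor compound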
#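 Test system: purified T. brucei MetRS enzyme. Also added: ATP, methionine and E. coli bulk tRNA substrates. Compound: 11.9 µM single point. Schedule: 15 min enzyme-compound preincubation, 2 h reaction, 10 min detection, 25 °C. Signal: luciferase luminescence of residual ATP, Kinase-Glo. Evaluation: percent inhibition versus plate control medians. Controls: DMSO wells, low control.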
# CSN inh: blocks human CSN-mediated cullin deneddylation | Q92905 | Purified CSN, SCF-Nedd8-OG deneddylation, fluorescence polarization | inhibition, % at 12.5 µM | 360,000 compounds, 0.38% hits | AID 651999;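 active means pattern-corrected inhibition above about 35%, with an unprinted fluorescence ratio check between 0.5 and 1.5, limit read from the data, passing the limit was not always enough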;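 further: 0% = enzyme with substrate and 100% = substrate without enzyme; some results filed as inactive read as strong as hits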
#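 Detection – fluorescence polarization · System – HEK293T-derived human Csn5 enzyme · Controls – substrate-only high control, full reaction low control · Timing – 90 min, room temperature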
# STEP block: blocks human striatal-enriched tyrosine phosphatase | recombinant STEP, OMFP fluorogenic substrate, fluorescence | P54829 | inhibition, % at 20 µM | AID 588621 | 360,000 compounds, 0.25% hits;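 active means inhibition at 20 µM, scaled per plate between control wells, above about 37%, limit read from the data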;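 further: 0% = DMSO with enzyme and substrate and 100% = substrate only without enzyme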
# Target sequence (P54829 whole entry, looked up): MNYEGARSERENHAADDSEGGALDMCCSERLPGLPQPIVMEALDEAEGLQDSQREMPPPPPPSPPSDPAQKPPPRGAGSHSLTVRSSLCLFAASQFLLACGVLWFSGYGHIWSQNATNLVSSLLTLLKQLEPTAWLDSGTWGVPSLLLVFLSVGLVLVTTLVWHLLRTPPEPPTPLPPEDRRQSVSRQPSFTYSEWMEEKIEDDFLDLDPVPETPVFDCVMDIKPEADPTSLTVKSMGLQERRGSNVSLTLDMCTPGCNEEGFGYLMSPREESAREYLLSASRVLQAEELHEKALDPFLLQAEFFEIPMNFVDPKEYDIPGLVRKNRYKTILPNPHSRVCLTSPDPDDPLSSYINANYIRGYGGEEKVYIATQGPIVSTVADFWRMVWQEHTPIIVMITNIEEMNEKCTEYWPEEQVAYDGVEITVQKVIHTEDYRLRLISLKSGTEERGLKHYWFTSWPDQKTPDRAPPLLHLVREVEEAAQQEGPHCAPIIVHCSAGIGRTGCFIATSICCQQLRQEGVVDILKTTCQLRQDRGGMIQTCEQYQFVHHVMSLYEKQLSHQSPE
#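 System: isolated STEP enzyme; schedule: 20 min enzyme reaction at room temperature, protected from light; medium: Bis-Tris buffer pH 6.0, 2.5 mM DTT, 0.005% Tween 20; signal: fluorescence, 480/540 nm; dosing: single compound dose of 20 µM, 1% DMSO final; also added: OMFP substrate, 25 µM final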
# Scp1 inh: inhibitors of human Scp-1 phosphatase; inhibition, % at 20 µM; Q9GZU7; Recombinant Scp1, phosphopeptide, malachite green phosphate absorbance; 340,000 compounds, 0.88% hits;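 active means inhibition above about 50% at 20 µM, limit read from the data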;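 further: plate controls were DMSO wells with enzyme for no effect and wells lacking enzyme for full effect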
#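 Material – SCP-1 phosphatase catalytic domain, residues 76-261 · Buffer or medium – Acidic Tris acetate buffer with magnesium and detergent · Also added – Phospho 17-mer peptide substrate · Compound – single 20 µM dose, 1% DMSO · Times – 45 min room-temperature reaction, 5 min colour, 30 min stabiliser · Technique – Phosphate-binding colour reagent, absorbance read at 630 nm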
# Rpn11 block: inhibitors of human proteasome Rpn11; O00487; human 26S proteasome, Ub4-pepOG fluorescence polarization; 20S core pre-blocked with epoxomicin; calls only at 20 µM; 360,000 compounds, 0.59% hits; AID 588493;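 active means inhibition at 20 µM, scaled to each plate's controls, above about 33%, limit read from the data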
# DNMT1 block: inhibitors of human DNMT1 | DNMT1 molecular beacon, Hinp1I cleavage, fluorescence | P26358 | 360,000 compounds, 0.83% hits | inhibition (reported as % activation of signal), % at 10 µM; in the data active means inhibition above about 50%
# MsrA inhibitor: inhibits bovine methionine sulfoxide reductase A | inhibition, % at 15.5 µM | 360,000 compounds, 0.75% hits | purified bovine MsrA, absorbance read-out; in the data active means inhibition above about 4.5%;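 further: 0% = vehicle wells with enzyme and 100% = reference inhibitor wells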
# LMPTP block: blocks human LMPTP phosphatase; 360,000 compounds, 0.22% hits; AID 651560; inhibition, % at 20 µM; recombinant LMPTP-A, OMFP fluorogenic substrate, fluorescence intensity; P24666;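 active means compounds that cut the enzyme signal by at least half of the control window in the single-dose screen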;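 further: plate controls were DMSO wells with enzyme plus substrate for no effect and substrate without enzyme for full effect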
# Target sequence (P24666 whole entry, looked up): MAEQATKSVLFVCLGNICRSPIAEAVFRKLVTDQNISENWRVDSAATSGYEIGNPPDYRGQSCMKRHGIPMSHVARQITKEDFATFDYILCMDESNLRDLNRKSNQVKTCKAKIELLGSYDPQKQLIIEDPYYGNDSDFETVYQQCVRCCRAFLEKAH
#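 Test system – LMPTP-A enzyme · Amount – LMPTP-A at 0.625 nM final in the reaction · Buffer or medium – Bis-Tris pH 6.0, DTT, detergent · Reagent – OMFP 400 µM · Doses – single 20 µM dose · Schedule – reaction 50 min, room temperature, dark · Detection – fluorescence intensity of OMFP turnover product · Evaluation – percent inhibition versus substrate-only and uninhibited controls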
# SUMO1-SIM PPI: alters human SUMO1 binding to SIM partners. SUMO1 binding to a labelled peptide, TR-FRET, 1 h. 360,000 compounds, 0.33% hits. inhibition, % at 20 µM. AID 602429. P63165; in the data active means inhibition above about 37%
# Target sequence (P63165 whole entry, looked up): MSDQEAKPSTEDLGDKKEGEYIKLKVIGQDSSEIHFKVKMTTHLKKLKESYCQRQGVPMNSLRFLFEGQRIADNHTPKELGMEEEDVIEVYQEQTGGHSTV
# * = called active by the depositor; i = inactive; . = no result given; + = active, no number.
# Order of values: NadD block	TbMetRS inhib	CSN inh	STEP block	Scp1 inh	Rpn11 block	DNMT1 block	MsrA inhibitor	LMPTP block	SUMO1-SIM PPI
O=C(COC(=O)c1cc([N+](=O)[O-])ccc1NCCO)c1ccccc1
 : -8	-0.6	0	-2	-11	i	-1	0.5	-0.9	-23
Cc1cc(C)nc(/N=C(/NC(=O)c2ccccc2)Nc2ccccc2)n1
 : 3	0.1	-2	1	10	i	-3	-0.2	-2.1	-4
COc1cnc(-c2ccccn2)nc1Sc1ccc(Cl)cc1
 : 16	-0.1	2	2	-5	i	-4	-0.3	1.0	1
Cc1ccc(Cl)cc1NS(=O)(=O)Cc1ccccc1
 : -3	-0.4	3	0	-4	i	3	0.9	-0.1	0
COCCNC(=O)C(=O)NNS(=O)(=O)c1ccc2ccccc2c1
 : -5	-0.5	-5	0	-1	i	-1	-0.7	-1.3	-1
CCN1CCN(CC(=O)Nc2c(OC)cccc2OC)CC1
 : -5	-0.5	-5	-1	-12	i	-3	0.1	-1.3	-8
CC(/C=N/NC(=O)c1cc(C(C)C)[nH]n1)=C\c1ccccc1
 : 4	-1.1	4	-4	1	i	2	2.6	0.1	-8
COc1ccc(NC(=O)CN(C)C(=O)CCNS(=O)(=O)c2ccc(Br)cc2)cc1
 : 0	-0.3	-7	3	-7	i	0	-1.8	0.6	2
O=C(Cn1cnnn1)Nc1cccc([N+](=O)[O-])c1
 : -3	-0.7	9	4	-12	i	-1	1.8	-0.6	-22
COc1ccc(CCNC(=O)C2CCC(=O)N(CC3CCCCC3)C2)cc1 (configuration not stated)
 : -1	-0.7	0	-1	8	i	3	-0.8	-1.7	1
COc1ccc2oc(=O)c(C(=O)N3CCN(C(=O)c4ccccc4)CC3)cc2c1
 : 1	-0.5	-3	-3	-4	i	0	0.2	-0.6	-8
O=C(CN1C(=O)c2cccnc2Oc2ccc(Cl)cc21)N1CCCC1
 : -3	-0.1	-4	0	-2	i	-1	-1.1	-0.7	10
CCc1cc2c(SCC(=O)N3CCCC3=O)ncnc2s1
 : -7	-0.7	0	-3	5	i	-1	0.4	-0.5	2
OCc1ccnc2oc3ccccc3c12
 : 0	-1.0	5	3	-9	i	3	-0.8	-2.1	-3
Cn1ccs/c1=N\S(=O)(=O)c1ccc(F)cc1
 : 6	-0.3	3	0	-9	i	0	-0.5	1.3	-4
CCOC(=O)c1sc2nc(CC(=O)OC)nc(NCc3ccc(Cl)cc3)c2c1C
 : -4	-0.5	6	-3	12	i	13	.	1.9	1
O=C(Cn1cnc([N+](=O)[O-])n1)NCCc1ccccc1
 : 4	0.3	-2	0	-2	i	1	1.8	1.3	-12
COc1ccc(OC)c(NC(=O)COC(=O)C2CCC2)c1
 : 0	-0.3	-4	-1	-2	i	2	-0.3	-0.9	-2
COc1ccc(N2CCN(CCNC(=O)c3ccc4c(c3)[nH]c(=S)n3c5ccccc5nc43)CC2)cc1
 : 14	0.2	5	-5	-12	i	18	1.5	2.6	4
CC(C)c1c(C(=O)N/N=C/c2ccc(-c3ccccc3)cc2)nnn1-c1nonc1N
 : 4	-0.7	-4	1	-9	i	2	-0.1	-2.1	2
O=C(COC(=O)CCNS(=O)(=O)c1ccc(Cl)cc1)Nc1ccccc1OC(F)F
 : 1	-0.4	-2	1	-6	+	-1	-0.5	-0.3	0
CS(=O)(=O)c1ccc2nc(NC(=O)C3CC(=O)N(c4ccc(F)cc4)C3)sc2c1 (configuration not stated)
 : 8	0.8	-2	1	0	i	-12	-0.6	0.2	-4
CC(C)CCn1nc(C(=O)OC(C)C(=O)NC(N)=O)c2ccccc2c1=O (configuration not stated)
 : -4	0.1	0	1	-2	i	-1	-0.5	-0.5	-3
C=C1c2ccccc2NC(=O)N1c1ccc(C)cc1
 : 5	-0.8	-1	-1	2	i	-2	0.9	-0.9	3
CCN(CC(=O)NCc1ccc(F)cc1)CC(=O)Nc1cc(S(=O)(=O)N(C)C)ccc1C
 : 3	-0.2	-4	1	-8	i	-3	0.0	-0.5	1
O=C(O)CCC(=O)Nc1cccc(-c2csc(-c3ccccc3)n2)c1
 : -5	-1.0	-2	-1	5	i	3	-0.7	-0.4	-1
CC(=O)c1c[nH]c(C(=O)Nc2ccc(N3CCCCCC3)cc2)c1
 : 2	-0.2	2	-1	-7	i	-5	1.6	0.9	4
COc1ccc(C(C(=O)NCc2ccccc2)n2c(=O)c(-c3cc4ccccc4[nH]3)nc3ccccc32)cc1 (configuration not stated)
 : .	-0.3	-2	.	.	.	.	0.7	4.4	-6
Cc1ccc(-c2csc3n[nH]c(=S)n23)cc1
 : 2	-0.5	5	-3	-1	i	0	-0.8	-15	-4
O=C(CNC(=O)c1cccs1)NCC(=O)OCc1ccccc1Cl
 : 4	-0.4	1	-1	-8	i	4	-0.3	-1.1	-3
C=CCSc1nc2c(c(=O)[nH]c(=O)n2C)n1Cc1ccccc1
 : -2	-1.3	-3	1	1	i	3	-1.0	-2.2	4
CC(CN1CCOCC1)OC(=O)Cc1ccc(Cl)cc1 (configuration not stated)
 : 3	-0.2	-6	-1	-7	i	-3	-1.8	0.0	-1
Cc1cc(C(=O)N/N=C/c2sc(N3CCOCC3)nc2-c2ccccc2)c(C)o1
 : -4	0.0	2	2	-7	i	-12	17*	0.7	-1
CN(C)C(=O)c1coc2nc3ccccc3nc12
 : 3	0.3	-5	-2	-7	i	5	3.1	-0.8	-23
CNc1oc(-c2cccs2)nc1C#N
 : 8	-0.3	4	-7	7	i	4	3.8	0.0	-3
CCOc1ccc(CCNc2nc3ccccc3n3cnnc23)cc1OCC
 : -4	1.9	-4	0	4	i	2	-0.4	4.1	0
Cc1c(NC(=O)CN(c2ccc(F)cc2)S(=O)(=O)c2ccccc2)c(=O)n(-c2ccccc2)n1C
 : 5	-0.2	1	-5	-9	i	1	0.6	-1.3	-2
CCN(CC)C(=O)C1=C(C)N(Cc2ccccc2)C(=O)C(CC(=O)NCCCCc2ccccc2)C1 (configuration not stated)
 : 6	-2.4	1	1	.	i	0	0.3	-1.1	-1
COc1cc(S(=O)(=O)Nc2ccccc2)ccc1NC=O
 : -2	0.2	-1	-2	-8	i	3	0.8	-2.5	2
CCN(CC)S(=O)(=O)c1ccc(C(=O)NCC2CCCCC2)cc1
 : -11	-0.7	2	0	-4	i	1	-0.7	0.4	2
COCCNC(=O)C(c1c[nH]c2ccccc12)N(C(=O)c1snc(C(N)=O)c1N)c1cccc(OC)c1 (configuration not stated)
 : 3	0.4	-4	-2	-21	i	-4	1.1	1.5	-4
CCCOc1ccc(C(=O)NNC(=O)CCNC(=O)c2ccccc2Cl)cc1OC
 : -2	-0.3	-2	-1	-2	i	1	0.4	-0.3	-1
CCCCOc1c(Br)cc(/C=N/O)cc1OCC
 : -2	-0.6	0	-2	-9	i	1	0.0	1.7	-1
O=c1[nH][nH]c2c1[C@H](c1ccc(Cl)cc1)O[C@H](C1CCCCC1)C2
 : 1	-1.0	1	.	.	.	.	0.8	-0.7	4
CCC(=O)c1ccc(OCC(=O)O)c(OC)c1
 : 6	1.7	0	-3	-1	i	-1	1.6	-0.3	-3
CSc1ccccc1C(=O)Nc1nc2ccccc2[nH]1
 : -3	0.3	-1	0	15	i	-1	0.8	-0.8	4
O=C(CN1CCOCC1)N1CCOCC1
 : -2	0.2	5	0	1	i	1	0.5	2.8	0
CC(Oc1ccc(Cl)cc1)c1ccnn1S(=O)(=O)c1ccccc1 (configuration not stated)
 : -7	-0.1	-2	1	-10	i	-3	0.6	3.5	-1

# In the list so far, 10 have a Cl atom.
# Order of values: NadD block	TbMetRS inhib	CSN inh	STEP block	Scp1 inh	Rpn11 block	DNMT1 block	MsrA inhibitor	LMPTP block	SUMO1-SIM PPI
COc1cnc(-c2ccccn2)nc1Sc1ccc(Cl)cc1
 : 16	-0.1	2	2	-5	i	-4	-0.3	1.0	1
Cc1ccc(Cl)cc1NS(=O)(=O)Cc1ccccc1
 : -3	-0.4	3	0	-4	i	3	0.9	-0.1	0
O=C(CN1C(=O)c2cccnc2Oc2ccc(Cl)cc21)N1CCCC1
 : -3	-0.1	-4	0	-2	i	-1	-1.1	-0.7	10
CCOC(=O)c1sc2nc(CC(=O)OC)nc(NCc3ccc(Cl)cc3)c2c1C
 : -4	-0.5	6	-3	12	i	13	.	1.9	1
O=C(COC(=O)CCNS(=O)(=O)c1ccc(Cl)cc1)Nc1ccccc1OC(F)F
 : 1	-0.4	-2	1	-6	+	-1	-0.5	-0.3	0
O=C(CNC(=O)c1cccs1)NCC(=O)OCc1ccccc1Cl
 : 4	-0.4	1	-1	-8	i	4	-0.3	-1.1	-3
CC(CN1CCOCC1)OC(=O)Cc1ccc(Cl)cc1 (configuration not stated)
 : 3	-0.2	-6	-1	-7	i	-3	-1.8	0.0	-1
CCCOc1ccc(C(=O)NNC(=O)CCNC(=O)c2ccccc2Cl)cc1OC
 : -2	-0.3	-2	-1	-2	i	1	0.4	-0.3	-1
O=c1[nH][nH]c2c1[C@H](c1ccc(Cl)cc1)O[C@H](C1CCCCC1)C2
 : 1	-1.0	1	.	.	.	.	0.8	-0.7	4
CC(Oc1ccc(Cl)cc1)c1ccnn1S(=O)(=O)c1ccccc1 (configuration not stated)
 : -7	-0.1	-2	1	-10	i	-3	0.6	3.5	-1
